# Bioassay records deposited in PubChem by several laboratories.
# MT stabilizer – microtubule stabilization, imaging screen | HeLa tubulin immunostaining HCS, 24 h; share of cells brighter than vehicle mean+2SD | 200,000 compounds, 0.83% hits | % tubulin-high responders, % at 10 µM;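 active = plate Z-score above 3 for both tubulin-high and condensed-nucleus cell shares, with cell loss under 80%, at 10 µM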;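 also: anti alpha tubulin signal scored within the nucleus-defined area of each cell; some results filed as inactive read as strong as hits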
# WT yeast gro inh – growth inhibition of WT yeast, mitochondrial fusion screen; 190,000 compounds, 2.1% hits; inhibition, % at 10 µM; mitochondrial fusion phenotypic screen, WT strain; in the data active = inhibition above about 58%; tested in S. cerevisiae
# Dynein cargo inh – dynein cargo transport inhibition; 3617.4 mouse cells, GR-EGFP nuclear translocation imaging; test concentration mostly 20 µM; stimulated with dexamethasone, 1 µM; active compounds read low; z-score, hits read low; 220,000 compounds, 0.47% hits;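 active = plate z-score of nuclear minus cytoplasmic receptor signal below a set negative limit, without overly bright fluorescence or cell loss, cut at about -3.5 in these data, passing the limit was not always enough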;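 also: z-score of nuclear minus cytoplasmic ring GR-EGFP intensity difference per well; some compounds called inactive have numbers as strong as hits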
#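 Buffer or medium – tet-free medium with charcoal-stripped serum · Signal – automated 10x imaging of fixed Hoechst-stained cells · Also added – dexamethasone agonist, 1.0 µM final, for 30 min · Incubation – induction 48 h, compound 1 h, agonist 30 min · Read-out – GR-EGFP nuclear translocation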
# bCat nuc transl – beta-catenin nuclear translocation modulation; nuclear translocation activity, % at 5 µM; HeLa beta-catenin nuclear translocation, immunofluorescence imaging; 190,000 compounds, 0.3% hits;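 active = nuclear translocation activity above 50% at 5 µM, with a well cell count of 50 or more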;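 also: per-cell ratio of nuclear to cytoplasmic median beta-catenin stain intensity; plate controls were DMSO negative control for no effect and GSK-3 inhibitor IX positive control for full effect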
#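 System: Human HeLa cells, endogenous beta-catenin | Compound dosing: 5 µM primary, 0.02–20 µM confirmation | Timing: 24 h compound exposure at 37°C, 5% CO2 | Measured by: Fluorescence imaging of beta-catenin antibody stain plus DAPI | Read-out basis: % activation of per-cell nuclear versus cytoplasmic median beta-catenin signal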
# Autophagy mod – modulators of autophagy; MEF GFP-LC3 puncta imaging; test concentration mostly 10 µM; calls only at 10 µM (by protocol); 190,000 compounds, 0.98% hits; AID 463193;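 active = percentage of spot-positive cells more than 3 SD above its plate mean, without a fluorescence outlier flag or 80% toxicity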;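 also: spot-positive cell cutoff set from DMSO-treated cells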
# Yfh1-depleted yeast – mitochondrial function rescue without frataxin homolog – Friedreich's ataxia, plus single-dose screen, dose response (AID 1465) | S. cerevisiae Yfh1-off respiration, WST-1 reduction, 72 h; higher fold induction means a stronger effect | fold induction at 50 µM; hits with a dose series show EC50 in µM | 220,000 compounds, 0.074% hits;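 active = fold induction of absorbance versus untreated yeast above a set limit, then at least 30% activation at any dose in follow-up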;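 also: activators that raise dye reduction in frataxin-depleted yeast; strong numbers were not always called active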
# HIV peptide binding – cell-free HIV fusion peptide-binding blockers – biochemical, uHTS, fluorescence dequenching, primary screen (AID 1986); cell-free peptide binding, fluorescence dequenching, 30 min; higher % means a stronger effect; one-dose inhibition, % at 20 µM; IC50 in µM for titrated hits; 290,000 compounds, 0.3% hits; in the data active = inhibition mostly above about 52%, no sharp cut-off; inactive = mostly below about 76%; also: some results filed as inactive read as strong as hits
# Insulin prom up – MIN6 insulin promoter up-regulation. MIN6 insulin promoter-GFP reporter, high-content imaging; active compounds read high. z-score at 5 µM. 190,000 compounds, 0.3% hits. AID 1625;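 active = z-score above 3 at 5 µM with at least 500 cells counted in the well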
# AID2073 – disruptors of CaV2.2 binding to Mint1 – biochemical, HTRF (AID 2073); HTRF protein-protein interaction, Mint1-CaV2.2; higher % means a stronger effect; one-dose inhibition, % at 20 µM; IC50 in µM for titrated hits; 290,000 compounds, 0.19% hits; in the data active = inhibition mostly above about 51%, no sharp cut-off; also: some results filed as inactive read as strong as hits
# WT yeast gro inh mutant strain – also measured in WT yeast gro inh; calls as there; inhibition, %; mitochondrial fusion phenotypic screen, mutant strain inhibition
# Dynein cargo inh cytoplasmic EGFP – further read-out of Dynein cargo inh, marked with its call; z-score; measured here: cytoplasmic GR-EGFP intensity; active compounds read high
# Dynein cargo inh nuclear GR-EGFP – recorded beside Dynein cargo inh, whose call it bears; z-score; measured here: nuclear GR-EGFP intensity;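 lower value marks the stronger effect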
# Dynein cargo inh cell count – recorded beside Dynein cargo inh, whose call it bears; z-score; measured here: cell count per field
# Insulin prom up cell count – second read-out of Insulin prom up, no call of its own (marks repeat the call); cell count; measured here: cytotoxicity, nuclei count;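 total cells summed across four imaged fields per well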
# bCat nuc transl cell count 5 µM – further read-out of bCat nuc transl, marked with its call; cell count; measured here: cell count, cytotoxicity flag
# MT stabilizer Hoechst-high % – also measured in MT stabilizer; calls as there; % Hoechst-high responders; measured here: nuclear condensation Hoechst responders;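 share of cells brighter than vehicle mean plus two SD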
# MT stabilizer cytotoxicity % – further read-out of MT stabilizer, marked with its call; toxicity, %; measured here: cytotoxicity by cell density;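 0% = mean cell density of plate MIN control wells and 100% = no cells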
# Autophagy mod cell loss 18 h – recorded beside Autophagy mod, whose call it bears; toxicity, %; measured here: cell loss, nuclei count;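 cell loss after 18 h compound exposure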
# Numbers without * were called inactive; i = inactive; / = not tested or not shown.
No.	Compound	Insulin prom up	Dynein cargo inh cytoplasmic EGFP	bCat nuc transl cell count 5 µM	WT yeast gro inh	Yfh1-depleted yeast	Dynein cargo inh cell count	Insulin prom up cell count	Dynein cargo inh nuclear GR-EGFP	WT yeast gro inh mutant strain	Autophagy mod cell loss 18 h	MT stabilizer	MT stabilizer Hoechst-high %	AID2073	bCat nuc transl	MT stabilizer cytotoxicity %	HIV peptide binding	Autophagy mod	Dynein cargo inh
1	COc1ccc2nc(SCC(=O)O)nc(C)c2c1	/	0.437	1027	-7.4	i	-1.3	/	1.42	-2.7	5.3	9.4	2.7	1.3%	-5.2	9.1	-3.0%	i	1.56
2	O=C(Nc1cscc1S(=O)(=O)c1ccc(Cl)cc1)c1ccccc1Cl	0.51	-0.191	1348	/	i	0.425	1106	0.394	/	/	/	/	29.1%	-0.8	/	0.1%	/	-0.00589
3	O=C(C/C=N\OCc1ccc([N+](=O)[O-])cc1)Nc1ccc(Br)cc1	/	-0.234	1562	13.3	i	-0.506	/	0.901	7.5	31.2	7.8	0.9	-7.4%	0.4	7.4	0.9%	i	1.35
4	CCCCCCCCCS(=O)(=O)N/N=C/c1cccc([N+](=O)[O-])c1	2.29	0.0797	1133	88.4*	i	-0.473	792	0.303	42.7*	-6.9	1.4	1.1	-1.6%	-2.9	3.5	7.5%	i	-0.287
5	CCOC(=O)c1sc(Nc2cccc(C)c2C)nc1C	/	0.129	/	25.8	/	-1.09	/	-0.376	13.5	-1.9	2.0	1.9	-13.3%	/	6.4	-3.0%	i	-0.00449
6	COCCn1c(COc2ccc(Cl)cc2)nnc1SCC(N)=O	0.49	-0.0158	1033	-6.3	i	1.25	1201	0.275	-2.6	3.1	1.3	2.4	1.7%	-0.3	19.6	3.3%	i	0.192
7	Cn1c(SCC(=O)Nc2cccc(F)c2)nnc1-c1cc2ccccc2o1	/	-0.185	/	-9.0	i	0.789	/	0.129	1.0	-6.2	3.3	2.8	34.8%	/	4.2	-0.8%	i	0.402
8	COC(=O)c1cnc(SC)nc1C	0.7	-0.233	1010	1.2	i	0.478	1711	-0.639	0.3	4.9	1.3	1.5	-6.7%	-0.1	10.0	1.1%	i	-0.214
9	Oc1ccc(F)cc1-c1cc(-c2ccc3c(c2)OCCO3)n[nH]1	-0.74	-0.227	1277	18.0	i	0.89	815	0.133	-15.5	-5.5	3.0	2.3	49.9%	8.6	3.9	-3.1%	i	-0.039
10	O=C(Cn1nnc(-c2ccccc2)n1)N=Nc1c(O)[nH]c2ccccc12	0.3	-0.234	1186	-10.8	i	0.125	871	0.119	-13.6	-7.6	1.3	1.3	-1.2%	-1.4	6.1	-3.6%	i	0.119
11	COc1ccc(-c2nnc(SCC(=O)NCC3CCCO3)n2C)cc1 (stereo not drawn)	-0.62	-0.282	1006	-2.3	i	0.474	1471	-0.02	9.8	2.9	1.8	2.7	12.2%	-2.2	9.7	-0.9%	i	-0.33
12	COc1ccccc1NC(=O)Oc1ccc(NC(=O)c2ccco2)cc1	/	-0.356	/	8.6	i	2.54	/	-0.927	7.8	10.9	4.1	3.5	4.2%	/	5.9	-1.1%	i	-1.26
13	O=C(CN1CCN(c2ccccc2)CC1)Nc1ccccc1Sc1ccccc1	-0.17	-0.274	1148	9.8	i	0.512	1531	-0.0201	6.5	-10.3	7.7	2.7	-3.1%	-0.4	10.5	2.7%	i	-0.46
14	Cc1cccc(OCCNc2cc(N3CCOCC3)ccc2[N+](=O)[O-])c1	-0.11	-0.204	1036	19.9	i	-0.011	1854	-0.404	4.4	-11.8	2.3	1.8	9.0%	-1.9	10.0	-0.7%	i	-0.202
15	CC(=O)c1ccc(N(C(=O)Cn2nnc3ccccc32)C(C(=O)NC2CCCCC2)c2cn(C)nc2C)cc1 (stereo not drawn)	0.74	-0.208	575	-1.0	i	-1.01	1325	-0.302	1.7	-2.5	4.1	2.0	2.1%	-5.0	6.7	0.3%	i	0.115
16	C[N+](C)(C)C(Cc1c[nH]c2ccccc12)C(=O)[O-] (stereo not drawn)	-0.44	-0.263	1194	/	i	-0.631	1019	0.247	/	/	/	/	7.0%	1.5	/	3.3%	/	-0.354
17	CCC(=O)N1CCN(c2ccc(NC(=O)c3ccc([N+](=O)[O-])o3)cc2Cl)CC1	-0.69	1.01*	1065	65.8*	i	0.534*	1317	-2.37*	59.8*	18.9	41.5	4.5	-5.6%	4.4	68.2	0.8%	i	-4.98*
18	CN(C)/C=N/c1c(C(=O)NCc2ccccc2)nnn1Cc1ccccc1	-0.44	-0.204	712	-12.2	i	0.41	1360	-0.143	-17.6	15.8	4.2	2.4	27.5%	1.3	9.8	5.1%	i	-0.546
19	Cc1ccc(Cl)cc1N1CCN(S(C)(=O)=O)CC1	0.76	-0.104	1096	2.1	i	0.524	844	0.0438	-10.8	-3.5	1.6	0.8	-4.9%	0.1	3.3	-0.7%	i	-0.193
20	COc1ccc(-c2csc(NC(=O)CSc3ccc(Br)cc3)n2)c(OC)c1	-0.51	-0.269	1156	5.5	i	0.513	1414	-0.661	14.2	3.7	5.7	2.7	-3.3%	-0.6	3.4	-1.3%	i	-1.18
21	COc1cccc(CC(=O)NCC2COc3ccccc3O2)c1OC (stereo not drawn)	-0.64	-0.157	1265	-10.6	i	-0.56	1569	0.162	-19.5	10.2	3.5	2.2	15.2%	-1.2	4.8	1.7%	i	-0.406
22	CC1=CSC2=NC(=O)/C(=C/c3cccc(OC(=O)c4ccco4)c3)C(=N)N12	-0.22	-0.307	576	-9.0	i	-0.309	1180	-0.242	4.1	0.8	2.0	2.8	13.3%	-1.3	6.5	8.0%	i	-0.118
23	Cc1ccc(SCc2cc(=O)n3[nH]cnc3n2)cc1	0.22	-0.221	1154	0.7	i	2.35	1208	0.102	7.9	0.2	2.1	12.6	-0.3%	-0.4	96.9	3.4%	i	-0.64
24	O=[n+]1cc(-c2ccc(F)cc2)n([O-])c2c1CCC2	0.01	0.101	1090	-4.3	/	0.104	1321	-0.526	2.3	2.2	3.2	2.2	5.1%	-1.4	3.6	0.8%	i	-0.825
25	CCOC(=O)C1C(=O)CC(C)(O)C(C(=O)OCC)C1c1ccc(OCC)cc1 (stereo not drawn)	0.59	-0.307	1101	-0.1	i	0.841	1114	-0.308	-2.8	30.3	6.4	4.6	-3.6%	-0.5	4.7	0.6%	i	-0.634
26	CCn1c(-c2ccc(-c3ccccc3)cc2)c[nH]c1=S	-0.81	-0.115	1207	-4.7	i	1.13	1023	-0.287	-11.7	-10.2	2.2	1.1	-2.3%	-3.1	0.8	-2.6%	i	-1.03
27	C/C(=N\NC(=O)CNC(=O)C(c1ccccc1)c1ccccc1)c1ccc(C)cc1	-0.13	-0.222	1119	7.8	i	-1.12	1521	0.651	-3.4	-5.7	5.0	3.2	43.0%	-1.1	5.3	0.5%	i	0.278
28	CCc1ccc(NC(=O)c2cc(-c3ccc(F)cc3)on2)cc1	0.95	-0.198	1079	16.8	i	-1.98	1209	1.31	15.8	-0.2	1.8	1.6	17.7%	-2.4	5.6	2.7%	i	0.739
29	O=C1/C(=C/c2ccco2)Cc2ccccc21	0.05	-0.281	959	4.0	i	0.587	1157	-0.737	2.1	2.0	3.9	3.5	11.1%	-1.0	5.4	29.3%	i	-0.727
30	COc1ccc(CC(=O)Nc2nn(C)c3nc4c(C)cccc4cc23)cc1	0.87	-0.242	1326	/	i	0.201	951	0.383	/	/	/	/	30.5%	-0.9	/	-0.1%	/	-0.223
31	CCc1ccc(C(=O)OCC(=O)Nc2cccc(S(=O)(=O)NC3=NCCCCC3)c2)cc1	0.42	-0.223	1120	-6.5	i	-0.262	1463	0.081	9.8	4.7	2.4	2.2	-1.8%	0.2	4.7	-2.3%	i	-0.412
32	CSCCC(NC(C)=O)C(=O)OCC(=O)N(c1ccccc1)c1ccccc1 (stereo not drawn)	0.57	-0.239	483	-14.4	i	1.09	1197	-0.77	-0.4	-8.3	2.7	3.5	3.0%	4.0	12.9	-2.3%	i	-1.01
33	CCN(C(C)=O)c1nnc(CSc2nc3ccccc3s2)s1	-0.48	-0.232	1133	3.0	i	-0.872	1344	-0.1	-5.9	5.2	2.6	1.2	-11.4%	-1.3	4.5	-0.1%	i	0.492
34	CC(=O)N1N=C(c2ccc(C)cc2)CC1c1ccco1 (stereo not drawn)	0.32	-0.196	1097	-2.2	i	0.497	1461	-0.676	-2.2	21.5	1.1	1.5	6.2%	-3.0	10.8	1.2%	i	-1.73
35	COc1ccc(NC(=O)CNS(=O)(=O)c2ccc(Cl)cc2)cc1	/	-0.143	955	7.9	i	-0.185	/	-0.678	-9.6	0.0	3.6	1.6	10.3%	-1.3	8.2	0.4%	i	-0.631
36	CC(=NCCN1CCN(C(C)=C2C(=O)c3ccccc3C2=O)CC1)C1=C(O)CC(C)(C)CC1=O	-0.62	-0.334	/	0.1	i	1.09	1429	-0.285	-13.6	-2.1	2.5	2.2	7.6%	/	1.4	1.8%	i	-0.169
37	COCCNC(=O)Cn1c(=O)n(Cc2ccc(C(=O)NCc3ccco3)cc2)c(=O)c2ccccc21	1.7	0.182	466	-1.2	i	1.24	1228	0.293	-3.7	-41.9	2.5	1.9	36.8%	0.4	7.7	-1.3%	i	-0.547
38	CCCCCCNC(=O)c1c(O)c2cccc3c2n(c1=O)CCC3	0.44	-0.143	1073	13.9	i	1.08	831	-0.314	-10.0	9.6	6.9	2.4	-1.3%	-1.7	6.0	0.9%	i	-0.608
